# Screens from PubChem.
# ABHD4 inh = ABHD4 inhibitors, primary screen, biochemical, fluorescence polarization, mouse. (Lyso)-N-acylphosphatidylethanolamine lipase (Mus musculus), Q8VD66. purified mABHD4, FP-Rh probe fluorescence polarization. inhibition, % at 8.92 µM. 370,000 compounds, 0.54% hits. AID 720543, 2013;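 active = inhibition exceeding the mean over every tested compound plus 3 SD, cut at about 30% in these data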;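 note: 0% = plate median of compound wells and 100% = S159A mutant with DMSO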
#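 system = mouse ABHD4 enzyme, wild type | medium = HEPES pH 7.0, NaCl, Pluronic buffer | also added = FP-Rh probe | incubation = Enzyme–compound pre-incubation 45 min, then probe 60 min, both 25 °C | technique = fluorescence polarization, excitation 525 nm, emission 598 nm, BODIPY TMR filters | controls = S159A mutant high control, sample median low control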
# UHRF1 MBD2 ctr = UHRF1 methylated DNA binding inhibitors, primary screen, counter-screen for MBD2 inhibitor project, biochemical, TR-FRET, human UHRF1, single concentration. E3 ubiquitin-protein ligase UHRF1 (Homo sapiens), Q96T88. UHRF1 binding to methylated oligo. inhibition, % at 4.4 µM. 370,000 compounds, 0.75% hits. AID 687016, 2013; in the data active = inhibition above about 21%;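 note: UHRF1 SRA domain binding a hemimethylated CpG hairpin DNA probe; 0% = median of test compound wells and 100% = reference inhibitor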
# TCR-CD3 inh = inhibitors of human TCR-CD3 interaction, primary screen, biochemical, fluorescence, TAMRA-labeled TCR probe; T-cell receptor (TCR); inhibition, % at 9.4 µM; 360,000 compounds, 0.37% hits; in the data active = inhibition above about 19%;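 note: recombinant mutant TCR 2C K166C tagged with TAMRA read by polarization; 0% = receptor in buffer alone and 100% = receptor with positive control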
# NPR1 activator = GC-A stimulated cGMP production enhancers – HEK293 GC-A cells, cGMP TR-FRET, EC30 ANP, primary screen; Atrial natriuretic peptide receptor 1 (Homo sapiens), P16066; 0% at EC30 ANP, 100% saturating ANP; activation, % at 10 µM; 370,000 compounds, 0.14% hits; AID 1671463, 2021; in the data active = activation above about 40%
# SIAE inh = human SIAE inhibitors, primary screen, biochemical, fluorescence polarization, FP-Rh probe, 1536-well HTS; SIAE FP-Rh probe binding; inhibition, % at 9.66 µM; 370,000 compounds, 0.69% hits; AID 1053197, 2014;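 active = inhibition above a cutoff: mean of compounds within the control limits plus 3 SD of those, cut at about 17% in these data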;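 note: 0% = plate median of compound wells and 100% = probe without SIAE protein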
# HTRA1 inhibitor = HTRA1 serine protease inhibitors, primary screen, biochemical, fluorescence polarization, HTS | Q92743 | recombinant HTRA1, FP-rhodamine activity-based probe | AID 504803, 2011 | 340,000 compounds, 0.5% hits | inhibition, % at 5.96 µM; in the data active = inhibition above about 36%;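 note: 0% = enzyme with DMSO and 100% = wells lacking enzyme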
# PRMT1 FP inh = PRMT1 methyltransferase inhibitors, primary screen, biochemical, fluorescence polarization; recombinant PRMT1, activity-based probe fluorescence polarization; AID 652257, 2013; 370,000 compounds, 1.3% hits; inhibition, % at 2.79 µM; Protein arginine N-methyltransferase 1 (Homo sapiens), Q99873;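 active = inhibition above about 21% made by adding two undisclosed values, limit read from the data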
# NPR2 activator = human GC-B receptor activators, primary screen, HEK293 GC-B cells, cGMP TR-FRET, EC30 CNP; 370,000 compounds, 0.11% hits; 0% at EC30 CNP, 100% saturating CNP; activation, % at 10 µM;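 active = activation at 10 µM reaching about 35% in either raw or pattern-adjusted values, limit read from the data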
# Target sequence (P20594 whole entry, looked up): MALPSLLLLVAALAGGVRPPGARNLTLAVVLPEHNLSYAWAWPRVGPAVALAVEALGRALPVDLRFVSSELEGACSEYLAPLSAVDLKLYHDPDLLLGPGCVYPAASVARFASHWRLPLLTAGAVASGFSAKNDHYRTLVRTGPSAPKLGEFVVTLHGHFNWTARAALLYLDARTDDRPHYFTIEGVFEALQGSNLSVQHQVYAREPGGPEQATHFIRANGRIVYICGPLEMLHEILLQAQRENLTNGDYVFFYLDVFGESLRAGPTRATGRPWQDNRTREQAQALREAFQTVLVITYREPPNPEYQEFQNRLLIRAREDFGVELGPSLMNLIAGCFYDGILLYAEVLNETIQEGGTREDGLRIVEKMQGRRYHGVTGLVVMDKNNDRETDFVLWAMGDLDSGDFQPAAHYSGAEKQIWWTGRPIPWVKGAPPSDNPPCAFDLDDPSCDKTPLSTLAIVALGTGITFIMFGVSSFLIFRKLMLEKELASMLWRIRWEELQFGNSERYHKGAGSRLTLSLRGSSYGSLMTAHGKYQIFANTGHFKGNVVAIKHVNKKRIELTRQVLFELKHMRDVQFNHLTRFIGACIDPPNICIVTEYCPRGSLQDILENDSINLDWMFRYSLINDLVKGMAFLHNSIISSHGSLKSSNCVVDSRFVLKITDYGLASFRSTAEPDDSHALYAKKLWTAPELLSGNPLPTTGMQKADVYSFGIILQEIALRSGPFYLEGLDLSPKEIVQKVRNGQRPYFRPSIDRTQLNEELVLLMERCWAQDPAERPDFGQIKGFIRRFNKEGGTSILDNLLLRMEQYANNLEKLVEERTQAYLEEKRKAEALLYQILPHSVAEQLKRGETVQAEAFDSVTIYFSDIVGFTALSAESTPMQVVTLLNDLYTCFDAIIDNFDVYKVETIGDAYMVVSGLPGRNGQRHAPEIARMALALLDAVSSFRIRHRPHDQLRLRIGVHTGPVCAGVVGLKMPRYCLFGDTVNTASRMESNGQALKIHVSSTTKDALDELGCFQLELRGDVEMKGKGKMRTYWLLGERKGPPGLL
# rCAG RNA binder = binders of r(CAG) RNA repeats, primary screen, biochemical, fluorescence; r(CAG) RNA repeat, TO-PRO-1 dye displacement fluorescence; 370,000 compounds, 1.3% hits; inhibition, % at 3 µM; AID 651821, 2012;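 active = inhibition above the plate cutoff, the mean of all test compounds on that plate plus 3 SD, cut at about 35% in these data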;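 note: 0% = DMSO alone and 100% = 100 µM mitoxantrone as full dye displacement; higher means more dye released from RNA so lower well fluorescence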
# MBD2 DNA inh = inhibitors of MBD2 binding to methylated DNA, primary screen, biochemical, TR-FRET, DNA-binding domain, human. MBD2 binding to methylated oligonucleotide. inhibition, % at 4.4 µM. 370,000 compounds, 0.31% hits. AID 686964, 2013; in the data active = inhibition above about 13%
# The depositor's hits bear a star; · = not tested or not shown.
SMILES,ABHD4 inh,UHRF1 MBD2 ctr,TCR-CD3 inh,NPR1 activator,SIAE inh,HTRA1 inhibitor,PRMT1 FP inh,NPR2 activator,rCAG RNA binder,MBD2 DNA inh
CSc1nc(SCc2ccccc2)[nH]c(=O)n1,-17,11,-4,-3,-3,-5,9,1,5,4
COc1cc2c(cc1OC)CN(C(=O)C1CCCN(C(=O)c3ccc(Cl)cc3)C1)CC2 (stereo not given),2,-1,-2,-7,-2,-4,-1,-1,-1,-7
COc1ccc(CNC(=O)c2ccc(CNc3c(NC4CCCCC4)c(=O)c3=O)cc2)cc1,-5,1,-7,2,-21,-4,2,-2,9,2
COc1ccc(S(=O)(=O)N2c3ccccc3OCC2C)cc1 (stereo not given),-5,2,5,-24,1,·,-1,-15,-6,-3
CCCCNc1c(-c2ccc(SC3CCCCC3)c(OC)c2)nc2ccc(Cl)cn12,2,24*,0,26,5,-9,2,-2,7,10
C[C@@H]1CN([C@H](C)CO)C(=O)c2cc(Br)cnc2O[C@@H]1CN(C)C(=O)Nc1ccccc1,8,-3,-3,-7,1,0,5,-6,1,0
CCn1c(COc2cccc3cccnc23)nnc1SC(F)F,-1,0,1,2,-3,-5,-2,-5,1,-3
CCOC1=C/C(=C/c2c(N)n3nc(CC(=O)N4CCCC4)sc3nc2=O)C=CC1=O,3,5,2,-3,3,0,5,-2,17,3
O=C(C1CCC(Cn2c(=S)[nH]c3ccccc3c2=O)CC1)N1CCN(c2ccccc2)CC1 (stereo not given),-17,0,10,-2,-11,-35,1,1,-1,-2
CSc1nc(N)c2cn[nH]c2n1,-2,0,-5,3,1,1,-1,-6,3,0
Cc1cccc(NC(=O)CSCC(=O)Nc2cc(Cl)ccc2N2CCOCC2)c1,-4,-1,8,-29,6,-17,-1,-14,-5,3
CCOC(=O)C(CNc1ccc(OCc2ccccc2)cc1)NC(=O)c1ccccc1 (stereo not given),1,-2,2,0,9,·,3,4,4,2
CCOC(=O)c1c(NC(=O)CN2CCN(c3ccc(Cl)cc3)CC2)sc(C)c1C,6,-6,-3,1,-3,-10,0,-1,5,5
COc1ccc(OC)c(C(=O)COC(=O)COc2ccccc2F)c1,4,0,3,2,3,-12,0,-12,1,-3
COc1ccc(CC(=O)NNc2ncnc3c2cnn3-c2ccc(C)cc2)cc1OC,-2,0,6,2,9,0,-3,-5,0,6
CCOc1cc(OCC)cc(C(=O)N2CCC[C@H]2C(=O)N2CCC[C@H]2C(=O)NCc2cccc(OC)c2)c1,-7,17,-2,1,-4,·,-3,7,0,0
COC(=O)c1ccc(CSCc2ccc(C(=O)OC)o2)o1,-5,-1,-2,0,2,6,-2,7,-2,0
COc1c(C)cc(C(=O)C2CCCN(C(=O)c3snnc3C)C2)cc1C (stereo not given),3,-3,6,2,0,-2,0,-4,2,-1
CC1=C(C(=O)N(C)C)CC(CC(=O)NC(c2ccccc2)c2ccccc2)C(=O)N1Cc1ccc(C(C)(C)C)cc1 (stereo not given),-2,0,-2,0,-4,-36,-3,8,1,0
O=C(Cc1ccc(F)cc1)N[C@@H]1c2ccccc2CC[C@@H]1O,-5,4,-4,1,-4,1,1,1,4,0
CS(=O)(=O)N(CC(=O)NC1CC2CCC1C2)c1cccc(C(F)(F)F)c1 (stereo not given),-13,2,4,1,13,7,2,-1,-4,-3
Nc1cccnc1S(=O)(=O)c1cccc(C(F)(F)F)c1,-5,-1,3,1,0,2,7,0,-1,2
O=C(Nc1cccc(S(=O)(=O)N2CCOCC2)c1)c1cnn2c(C(F)F)cc(-c3ccccc3)nc12,2,-1,-3,-2,4,-8,-4,-3,0,-6
Cc1nc2ccc(S(=O)(=O)Nc3cccc(-c4nc5cccnc5s4)c3C)cc2s1,-24,-1,-1,-2,-26,-18,3,-10,23,-2
CC(C)C[C@H]1CN(CCCC[C@@H]2CNC(=O)C(=O)N2CCc2ccccc2)C(=O)C(=O)N1CCc1ccc(O)cc1,5,-2,2,1,5,·,1,1,1,-1
SMILES,ABHD4 inh,UHRF1 MBD2 ctr,TCR-CD3 inh,NPR1 activator,SIAE inh,HTRA1 inhibitor,PRMT1 FP inh,NPR2 activator,rCAG RNA binder,MBD2 DNA inh
COC(=O)c1ccc(C(=O)Nc2ccc(C(C)C)cc2N)cc1,0,2,-2,4,9,4,-1,0,-3,-3
COc1ccc(N(CC(=O)N2CCN(c3cccc(C)c3)C(C)C2)S(=O)(=O)c2c(C)n[nH]c2C)cc1 (stereo not given),4,-2,4,1,8,-2,-2,0,-7,-2
COc1cccc(C2C3(C#N)C(N)=NC(OC)(OC)C23C#N)c1 (stereo not given),-10,4,-2,4,1,5,4,15,1,10
COc1ccc2oc(C(=O)OCC(=O)N3CCN(C(C)=O)CC3)c(C)c2c1,-12,6,-9,4,-6,3,6,7,-1,10
Cc1ccc(N=Nc2c(N)nn3c(N)c(C#N)c(C)nc23)cc1,-2,0,-1,7,-8,4,-3,-6,6,2
Cc1ccc(N2CCN(S(=O)(=O)c3cccs3)CC2C)cc1 (stereo not given),2,2,3,1,6,-7,-2,3,-2,0
CC1=C(OC(=O)c2ccc(Br)cc2)C(C)(C)C(c2ccccc2)OC1=O (stereo not given),3,0,0,2,-2,2,2,1,0,-2
CN(C(=O)c1ccc(NC(=O)Cc2ccc(NC(=O)C3CCN(C(=O)c4ccccc4)CC3)cc2)cc1)C1CCCC1,4,-1,4,-2,-1,-4,0,-3,3,-6
CSc1ccccc1NC(=O)COC(=O)Cc1cccs1,1,3,1,2,-2,0,0,-4,-1,-3
CN(C)S(=O)(=O)c1ccc(/C(O)=C2/C(=O)C(=O)N(Cc3cccnc3)C2c2ccco2)cc1 (stereo not given),4,0,6,-11,-11,-3,19,-5,8,-2
Clc1ccc(-c2nc3ncccn3c2Nc2ccc3c(c2)OCO3)cc1,-1,-2,-5,30,4,7,6,25,5,-6
CCN(CC)C(=O)CC(c1ccc(N(C)C)cc1)c1c(OC)cc(OC)c2ccc(=O)oc12 (stereo not given),3,0,-4,-1,-3,3,2,-1,6,2
Cc1ccc(S(=O)(=O)Nc2cccnc2)cc1C,1,7,13,4,0,-2,-2,-2,-2,1
CCOc1ccccc1CN1CCN(Cc2ccc3cccc(OC)c3n2)CC1CCO (stereo not given),5,-1,-3,-1,-1,2,1,3,-8,0
COc1cccc(C(=O)NCCN2CCN(c3ccc(Cl)cc3)CC2)c1,-13,0,-10,-1,-5,1,-5,-4,2,-2
O=C(CCCn1c(=O)[nH]c2ccsc2c1=O)N1CCCCC1,0,0,0,2,1,-1,-1,-5,-2,-5
CCOC(=O)c1cc(-c2ccccc2C)nn1Cc1cc(C)no1,-6,0,-2,1,-1,-8,1,1,-8,2
Clc1ccc(CN2C3=NCCCN3c3ccccc32)cc1Cl,2,-3,8,-28,-2,-2,-3,-10,8,-3
CCCCC(=O)Nc1ccccc1N1CCOCC1,-4,-1,7,0,-1,4,-3,-4,-1,0
CC(C)NC(=O)CSc1ccccc1C(=O)NNC(=O)Cn1ccc(C(F)(F)F)n1,-4,4,-7,0,2,-8,8,3,3,2
COC(=O)C(CCSC)NC(=O)c1cc2c(n(-c3ccc(C)cc3)c1=O)CCCC2=O (stereo not given),0,-1,-2,1,7,2,0,-1,-6,5
CCC1CCCCN1c1ccc([N+](=O)[O-])cc1/C=N/NC(=O)Cn1c2ccccc2c(=O)c2ccccc21 (stereo not given),16,0,-2,-2,-1,6,0,2,3,6
COc1ccc(C(=O)NCC(=O)NCc2cc(=O)n(C)c(=O)n2C)cc1,-5,4,-8,-5,-5,1,-1,-3,2,-4
Cc1cc(C(=O)COC(=O)Cc2n[nH]c(=O)c3ccccc23)c(C)n1-c1ccc2c(c1)OCO2,-3,2,1,3,2,-9,0,2,3,-2
CS(=O)c1ccc(-n2c(=O)n(Cc3ccccc3)c(=O)c3[nH]cnc32)cc1 (stereo not given),-1,7,-3,5,1,-5,2,5,2,-2

# Reformatted: entries from further up.
Cc1ccc(N=Nc2c(N)nn3c(N)c(C#N)c(C)nc23)cc1
  ABHD4 inh: -2
  UHRF1 MBD2 ctr: 0
  TCR-CD3 inh: -1
  NPR1 activator: 7
  SIAE inh: -8
  HTRA1 inhibitor: 4
  PRMT1 FP inh: -3
  NPR2 activator: -6
  rCAG RNA binder: 6
  MBD2 DNA inh: 2

COc1ccc(S(=O)(=O)N2c3ccccc3OCC2C)cc1 (stereo not given)
  ABHD4 inh: -5
  UHRF1 MBD2 ctr: 2
  TCR-CD3 inh: 5
  NPR1 activator: -24
  SIAE inh: 1
  HTRA1 inhibitor: ·
  PRMT1 FP inh: -1
  NPR2 activator: -15
  rCAG RNA binder: -6
  MBD2 DNA inh: -3

# (continued)
SMILES,ABHD4 inh,UHRF1 MBD2 ctr,TCR-CD3 inh,NPR1 activator,SIAE inh,HTRA1 inhibitor,PRMT1 FP inh,NPR2 activator,rCAG RNA binder,MBD2 DNA inh
CC(OC(=O)C1=COCCO1)C(=O)Nc1cc(S(=O)(=O)N2CCCCC2)ccc1Cl (stereo not given),3,-1,4,0,8,-4,-2,5,1,4
CCOC(=O)c1nnc(-c2ccccc2)nc1NCc1ccc(Cl)cc1,-9,2,1,17,-4,-3,-4,15,-2,5
COC(=O)[C@]12CCCCC=C1N(Cc1ccc3c(c1)OCO3)C(=O)[C@H](CC(=O)NCc1ccc(C)o1)C2,6,0,9,5,0,·,2,-6,2,-1
Cc1ccc(NC(=O)C(c2ccc(Cl)cc2)N2CCCCC2)cc1 (stereo not given),2,-1,7,-3,8,0,-1,-7,-1,3
S=c1[nH]nc(CCc2ccc(Cl)cc2)o1,4,-1,1,1,4,6,2,12,1,0
CC(C)C[C@@H](CNCC(=O)[C@H](C)NC(=O)c1[nH]cnc1C(=O)N[C@@H](C)CN)NC(=O)c1nc[nH]c1C(=O)N[C@@H](CO)C(=O)O,6,5,-2,0,-4,1,-1,2,3,-4
COc1ccc(-n2nc([N+](=O)[O-])c(=NCCc3ccc(OC)c(OC)c3)n2O)cc1,2,-5,1,-4,2,9,0,6,0,-8
Cc1ccccc1Nc1c(F)c(F)c(F)c(F)c1C(=O)O,9,1,-4,0,0,2,4,1,0,9
CC1Cc2ccccc2N1Cc1cc(=O)n2ccsc2n1 (stereo not given),10,-6,-3,-2,6,26,6,4,7,-1
CCOC(=O)c1ccc2c(c1)[n+](CC)c(C)n2-c1ccccc1,-3,-1,-3,-3,4,5,1,4,3,1
Cc1cc(Cl)c2oc(C(=O)N3CCN(C4CCS(=O)(=O)C4)CC3)c(C)c2c1 (stereo not given),-3,0,0,2,-6,3,-7,3,-4,5
CCCCn1nnnc1NCc1cccc(OC)c1OC,-4,1,5,4,-3,-4,-3,-1,0,-2
S=c1[nH]nc(C2CCCCC2)n1/N=C/c1ccccc1Br,-10,-3,5,-2,2,-16,6,6,14,3
COc1ccc(OC)c(NC(=O)Nc2cccnc2)c1,5,-3,-5,-2,-1,4,-1,-11,-3,-2
CC(=O)OCC(=O)[C@@]1(O)CCC2C3CCC4=CC(=O)CCC4(C)C3C(=O)CC21C (stereo not given in full),0,1,-7,0,-3,8,1,0,-6,5

# A portion of the library; the hit share may differ from the screen's.
